# Screens: PubChem BioAssay, several laboratories
# SUMO1-SIM PPI: alters human SUMO1 binding to SIM partners. P63165. 360,000 tested, 0.33% active. SUMO1 binding to a labelled peptide, TR-FRET, 1 h. inhibition, % at 20 µM; in the data active = inhibition above about 37%
# Target sequence (P63165 whole entry, looked up): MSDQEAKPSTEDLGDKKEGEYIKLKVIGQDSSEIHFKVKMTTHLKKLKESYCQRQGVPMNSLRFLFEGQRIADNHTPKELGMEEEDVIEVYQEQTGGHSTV
# Rin1 Abl inh: blocks binding of human Rin1 to Abl; 360,000 tested, 0.4% active; TR-FRET Rin1/Abl binding, biochemical; inhibition, % at 7.35 µM; AID 588664; P00519+Q13671; in the data active = inhibition above about 5%, passing the limit was not always enough
# CSN inh: CSN deneddylation inhibition; Purified CSN, SCF-Nedd8-OG deneddylation, fluorescence polarization; Q92905; AID 651999; inhibition, % at 12.5 µM; 360,000 tested, 0.38% active;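 active = pattern-corrected inhibition above about 35%, with an unprinted fluorescence ratio check between 0.5 and 1.5, limit read from the data, passing the limit was not always enough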;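 also: 0% = enzyme with substrate and 100% = substrate without enzyme; some results filed as inactive read as strong as hits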
#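 Assay system: Purified human Csn5 enzyme expressed in HEK293T cells | Amount: Enzyme 0.24 nM | Measured by: Fluorescence polarization readout | Medium: Tris/NaCl/DTT buffer, pH 7.5 | Compound dosing: One concentration, 12.5 µM, 0.25% DMSO | Times: 90 min incubation of compound, enzyme and substrate at room temperature | Control set: no-enzyme wells high, enzyme-with-substrate wells low | Read-out: % inhibition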
# NadD inh: inhibitors of Staphylococcus aureus NadD | AID 602399 | inhibition, % at 20 µM | 360,000 tested, 0.78% active | purified NadD enzyme, colorimetric absorbance read-out; in the data active = inhibition above about 26%; also: some compounds past the cut are filed as inactive
# Scp-1 inhibitor: Scp-1 (human) phosphatase inhibition. 340,000 tested, 0.88% active. Q9GZU7. Recombinant Scp1, phosphopeptide, malachite green phosphate absorbance. inhibition, % at 20 µM. AID 493091;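 active = inhibition above about 50% at 20 µM, limit read from the data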;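 also: plate controls were DMSO wells with enzyme for no effect and wells lacking enzyme for full effect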
# Target sequence (Q9GZU7 76-261 limits assumed): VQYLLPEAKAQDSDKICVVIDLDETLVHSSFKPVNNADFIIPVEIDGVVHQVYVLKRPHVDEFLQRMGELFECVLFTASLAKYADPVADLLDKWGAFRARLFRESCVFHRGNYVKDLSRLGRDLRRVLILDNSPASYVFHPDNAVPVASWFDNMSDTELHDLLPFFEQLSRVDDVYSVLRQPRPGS
#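 Material – SCP-1 phosphatase catalytic domain, residues 76-261 · Buffer or medium – Acidic Tris acetate buffer with magnesium and detergent · Also added – Phospho 17-mer peptide substrate · Compound – single 20 µM dose, 1% DMSO · Times – 45 min room-temperature reaction, 5 min colour, 30 min stabiliser · Technique – Phosphate-binding colour reagent, absorbance read at 630 nm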
# Neddylation inh: blocks human cullin neddylation; P61081+Q13564; AID 651699; 360,000 tested, 0.58% active; TR-FRET cullin neddylation, biochemical; calls only at 25 µM; in the data active = inhibition above about 36%
# Rpn11 block: Rpn11 (human) deubiquitinase inhibition; O00487; human 26S proteasome, Ub4-pepOG fluorescence polarization; 20S core pre-blocked with epoxomicin; calls only at 20 µM; 360,000 tested, 0.59% active; AID 588493;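 active = inhibition at 20 µM, scaled to each plate's controls, above about 33%, limit read from the data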
# STEP block: STEP (human) phosphatase inhibition. P54829. recombinant STEP, OMFP fluorogenic substrate, fluorescence. inhibition, % at 20 µM. 360,000 tested, 0.25% active;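 active = inhibition at 20 µM, scaled per plate between control wells, above about 37%, limit read from the data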;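 also: 0% = DMSO with enzyme and substrate and 100% = substrate only without enzyme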
# Target sequence (P54829 whole entry, looked up): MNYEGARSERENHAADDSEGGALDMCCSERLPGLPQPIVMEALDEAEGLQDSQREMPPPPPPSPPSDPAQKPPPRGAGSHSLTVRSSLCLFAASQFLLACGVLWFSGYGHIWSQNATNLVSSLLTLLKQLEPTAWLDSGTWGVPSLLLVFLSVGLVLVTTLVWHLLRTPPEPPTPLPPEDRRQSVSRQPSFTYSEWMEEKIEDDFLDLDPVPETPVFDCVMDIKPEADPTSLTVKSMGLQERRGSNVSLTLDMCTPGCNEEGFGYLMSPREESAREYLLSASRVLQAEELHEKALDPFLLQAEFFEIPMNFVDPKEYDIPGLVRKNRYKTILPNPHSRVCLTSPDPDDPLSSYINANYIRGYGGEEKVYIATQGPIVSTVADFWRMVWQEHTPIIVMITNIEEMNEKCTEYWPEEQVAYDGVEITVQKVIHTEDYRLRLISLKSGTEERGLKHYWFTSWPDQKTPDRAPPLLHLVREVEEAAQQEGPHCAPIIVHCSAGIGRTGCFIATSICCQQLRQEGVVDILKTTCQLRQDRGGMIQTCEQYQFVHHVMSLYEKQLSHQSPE
#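 medium = Bis-Tris buffer pH 6.0, 2.5 mM DTT, 0.005% Tween 20 | test system = STEP (striatal-enriched tyrosine phosphatase) enzyme, cell-free | measure = normalized % inhibition | compound dosing = 20 µM, 1% DMSO | also added = 25 µM OMFP | schedule = reaction 20 min, ambient temperature | measured by = fluorescence read at 480 nm ex / 540 nm em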
# DNMT1 block: DNMT1 (human) enzyme inhibition. DNMT1 molecular beacon, Hinp1I cleavage, fluorescence. 360,000 tested, 0.83% active. inhibition (reported as % activation of signal), % at 10 µM. P26358. AID 588458; in the data active = inhibition above about 50%
# LMPTP block: LMPTP (human) inhibition. P24666. recombinant LMPTP-A, OMFP fluorogenic substrate, fluorescence intensity. inhibition, % at 20 µM. 360,000 tested, 0.22% active. AID 651560;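 active = compounds that cut the enzyme signal by at least half of the control window in the single-dose screen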;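 also: plate controls were DMSO wells with enzyme plus substrate for no effect and substrate without enzyme for full effect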
# Target sequence (P24666 whole entry, looked up): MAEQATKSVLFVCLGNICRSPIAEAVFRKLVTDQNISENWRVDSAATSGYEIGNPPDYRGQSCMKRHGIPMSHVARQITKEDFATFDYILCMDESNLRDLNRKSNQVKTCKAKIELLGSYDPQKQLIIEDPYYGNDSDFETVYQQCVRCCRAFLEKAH
#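 Buffer or medium: Bis-Tris pH 6.0, DTT, detergent; Assay system: LMPTP-A enzyme; Quantity: 0.625 nM enzyme; Detection: endpoint fluorescence intensity; Times: 50 min dark incubation at room temperature; Controls: substrate-only low control, DMSO enzyme-plus-substrate high control; Doses: single 20 µM dose; Read-out: percent inhibition versus substrate-only and uninhibited controls; Reagent: 400 µM OMFP.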
# Active calls of the source: *; i = inactive; . = not tested or not shown.
SMILES,SUMO1-SIM PPI,Rin1 Abl inh,CSN inh,NadD inh,Scp-1 inhibitor,Neddylation inh,Rpn11 block,STEP block,DNMT1 block,LMPTP block
O=C(CNC(=O)c1ccc2c(c1)OCCO2)N/N=C/c1ccc(Cl)cc1,-3,-1,3,-2,-7,i,i,-6,-2,0.1
CCS(=O)(=O)n1nc(-c2ccc(Cl)cc2)nc1SC,-2,-2,0,-2,-4,i,i,2,-7,0.6
CCCCOCCCNS(=O)(=O)c1ccccc1,-2,1,-4,-5,5,i,i,-2,1,-1.3
CCc1ccccc1N(CC)C(=O)c1cn(C)c(=O)c2cc(OC)c(OC)cc12,-4,5,0,-3,-6,i,i,1,1,0.8
CC(C)N1CCN(Cc2ccc(C#CCCO)cc2)CC1CCO (stereo not drawn),0,-1,-2,-6,-2,i,i,1,-2,-0.1
Cc1cc2ccccc2nc1SCC(=O)NC1CCCCC1,-12,-8,-4,1,-4,i,i,4,4,1.5
O=C(CN(c1ccc(F)cc1)S(=O)(=O)c1ccc2c(c1)OCCO2)NCc1ccccn1,-5,-3,-4,-1,-4,i,i,2,1,-0.6
COCCNC(=O)c1cc2c(c(-c3cccc(C#Cc4ccc(OC)c(OC)c4)c3)n1)[C@@H](CCO)N(S(=O)C(C)(C)C)C2 (stereo partly drawn),13,-3,7,-8,.,i,i,0,-32,-0.5
COc1ccc(NC(=O)c2cc(-c3cc(F)ccc3OC)n[nH]2)cc1OC,12,-1,8,-2,.,i,i,0,-2,0.3
O=C1COc2ccc(S(=O)(=O)CCC(=O)N3CCN(c4cccc(Cl)c4)CC3)cc2N1,1,2,3,3,2,i,i,-1,-2,-0.5
COc1cccc(-c2c(C(=O)O)cc(O)c3ccc(OC)cc23)c1,1,-1,-1,-2,-8,i,i,0,7,-1.3
Cc1ccc(NC(=O)COc2ccccc2C(=O)Nc2ccccc2)cc1Cl,-3,2,-11,0,8,i,i,-2,5,0.5
CC1CCCCN1S(=O)(=O)c1ccc(S(=O)(=O)NCCc2ccncc2)cc1 (stereo not drawn),2,0,2,-6,-11,i,i,3,-1,-1.9
CCC(=O)Nc1ccc(C(=O)NCc2ccccn2)cc1,-4,3,8,-1,-1,i,i,1,3,-2.1
OCC1(CCCc2ccccc2)CCN(C2CCSCC2)CC1,-3,-3,-3,7,-1,i,i,-1,7,1.1
COc1cccc(C(=O)Nc2nnc(S(=O)(=O)N3CCOCC3)s2)c1,0,-10,-1,-4,-7,i,i,0,0,0.2
COc1ccc(CCNC(=O)CSc2nc3ccsc3c(=O)n2Cc2ccccn2)cc1OC,2,0,-3,-4,.,i,i,0,-2,-1.4
Cc1ccc(C(=O)N2CC(=O)Nc3ccc(F)cc3C2c2ccc(F)cc2)cc1 (stereo not drawn),-3,0,-3,0,-9,i,i,2,-1,0.0
Cc1ccc(NC(=O)COC(=O)c2cccc(N3C(=O)c4ccccc4C3=O)c2)cc1,2,-2,-2,-9,-11,i,i,3,14,-0.7
COC(=O)CSc1nnc(C)c(=O)[nH]1,-1,-1,3,-3,0,i,i,-1,3,0.2

# Entries of single compounds, quoted from the list:
# CCC(=O)Nc1ccc(C(=O)NCc2ccccn2)cc1 across the screens: SUMO1-SIM PPI: -4; Rin1 Abl inh: 3; CSN inh: 8; NadD inh: -1; Scp-1 inhibitor: -1; Neddylation inh: i; Rpn11 block: i; STEP block: 1; DNMT1 block: 3; LMPTP block: -2.1
# CC(C)N1CCN(Cc2ccc(C#CCCO)cc2)CC1CCO (stereo not drawn) across the screens: SUMO1-SIM PPI: 0; Rin1 Abl inh: -1; CSN inh: -2; NadD inh: -6; Scp-1 inhibitor: -2; Neddylation inh: i; Rpn11 block: i; STEP block: 1; DNMT1 block: -2; LMPTP block: -0.1

# (further entries)
SMILES,SUMO1-SIM PPI,Rin1 Abl inh,CSN inh,NadD inh,Scp-1 inhibitor,Neddylation inh,Rpn11 block,STEP block,DNMT1 block,LMPTP block
CC1=N/C(=C\c2ccc([N+](=O)[O-])cc2)C(=O)N1c1ccc(Cl)cc1,-19,1,5,10,-9,i,i,-2,-4,-0.5
C=C[C@]1(C)C=C2C(=O)[C@@]3(O)OC(=O)[C@@]4(CCCC(C)(C)[C@H]34)[C@@]2(O)CC1,0,9,-1,-1,.,i,i,-1,-30,2.4
Cc1ccc(C(=O)NC2CCN(C(=O)Nc3ccc(F)cc3)CC2)cc1,3,0,2,4,-4,i,i,1,-1,-2.0
O=C(CSc1n[nH]c(-c2cccs2)n1)NCCc1ccccc1,1,-1,-1,2,-4,i,i,1,2,-0.3
COc1ccc(C(=O)Nn2c(C)nc3ccccc3c2=O)cc1[N+](=O)[O-],-9,4,5,-4,-10,i,i,0,5,-1.3
CN1CCN(C(=O)C2=C[C@H](c3coc4ccccc4c3=O)C[C@H](OCc3ccc(CO)cc3)O2)CC1,5,-2,-4,-3,-8,i,i,2,7,-1.0
O=C(C[C@@H]1C/C=C\C[C@@H](Cc2ccc(F)cc2)C(=O)OCCNC1=O)NCCO,-2,1,-1,1,3,i,i,-1,7,-2.6
Cc1oc2cc(O)ccc2c(=O)c1N1C(=O)c2ccccc2C1=O,-3,0,2,-9,-28,i,i,1,-1,-0.2
O=C(Nc1nccs1)C1CCN(S(=O)(=O)c2ccc3c(c2)OCCCO3)CC1,0,3,-1,1,15,i,i,-1,-2,-0.4
COc1ccc([N+](=O)[O-])cc1N(CC(O)CN1C(=O)NC(C)(C)C1=O)S(=O)(=O)c1ccc(C)cc1 (stereo not drawn),-17,-1,-4,8,.,i,i,-3,4,0.1
Cc1ccc(NC(=O)CSCC(=O)NCCc2ccccc2)c(C)c1,-4,0,-1,5,-12,i,i,0,10,-1.4
Cc1cc(C(=O)COc2ccc(-c3nnco3)cc2)c(C)n1Cc1ccccc1,0,3,2,-3,-10,i,i,0,1,2.5
Cc1cc(C)cc(-n2ncc3c2CCCC3NC(=O)c2cc(C)oc2C)c1 (stereo not drawn),1,4,-4,-2,-3,i,i,3,-1,0.9
Cn1c(NCc2cccnc2)nc2c1c(=O)n(Cc1ccccc1F)c(=O)n2C,9,-5,-2,2,-2,i,i,-1,0,0.3
CC1NS(=O)(=O)c2cc([N+](=O)[O-])ccc21 (stereo not drawn),-25,.,4,-2,.,i,.,.,.,-0.8
CCc1ccc2c(c1)C(c1ccc([N+](=O)[O-])cc1)=NNC(c1ccc(Br)cc1)=N2,-4,-3,-6,13,6,i,i,3,26,2.8
COc1ccc(/C=N\N=C2/SC(CC(=O)O)C(=O)N2c2ccc(O)cc2)cc1OC (stereo not drawn),-3,1,-4,-3,-12,i,i,0,2,-1.7
c1ccc(Cn2nnnc2C(c2cccs2)N2CCSCC2)cc1 (stereo not drawn),-2,5,3,-9,-6,i,i,-2,-1,-1.4
Cc1cc([N+](=O)[O-])ccc1NC(=O)CCC(=O)N1CCCCCC1,-23,2,3,-3,-5,i,i,0,1,0.0
CCCCn1c(N)c(N(CC)C(=O)C2CCC2)c(=O)[nH]c1=O,-4,4,0,1,17,i,i,0,3,-0.5
CCc1ccc(-c2cc(C)no2)cc1S(=O)(=O)N1CCN(c2cc(C)ccc2C)CC1,-1,-1,1,1,-1,i,i,5,-2,3.8
N#Cc1ccccc1S(=O)(=O)N1CCN(C(=O)CN2CCCSc3ccccc32)CC1,4,0,-6,-3,0,i,i,0,-3,-0.5
O=C(COC(=O)c1ccccc1)Nc1cccc(S(=O)(=O)N2CCCCC2)c1,-5,-1,0,-7,-6,i,i,-1,0,0.5
Cc1onc(-c2c(F)cccc2Cl)c1C(=O)OCC(=O)Nc1c(C)n(C)n(-c2ccccc2)c1=O,1,-2,1,-7,-8,i,i,-2,-1,-1.1
Cc1cc(=O)oc2cc(OCC(=O)Nc3nccs3)ccc12,-1,0,2,2,0,i,i,-1,-2,0.1
COc1ccc2oc(C(=O)OCC(=O)NCCN3C(=O)CSC3=O)c(C)c2c1,-7,2,7,2,-4,.,i,6,-6,-1.9
O=C(Cn1nnc2ccccc2c1=O)N[C@H](C(=O)O)c1ccccc1,-4,2,-2,-6,-12,i,i,-1,0,-2.0
COc1ccc(CNC(=O)c2noc3c2CCCC3)cc1,4,-1,-7,-3,-6,i,i,19,3,-2.9
Cc1cccc(NC(=O)CN2C(=O)N/C(=C\c3ccc(-c4cccc(C(=O)O)c4)o3)C2=O)c1,-14,1,4,13,49,.,i,-1,12,0.6
O=C(O)c1ccccc1-c1ccccc1C(=O)Nc1ccc2c(c1)oc(=O)c1ccccc12,26,0,1,4,.,.,i,5,-3,-0.1
COc1ccc(N2CCN(C(=O)CNC(=O)c3cn(-c4ccccc4OC)c(=O)c4ccccc34)CC2)cc1,2,-1,1,10,-1,i,i,0,-1,-0.9
CCCc1nc2ccccc2n1CCOc1ccccc1,3,-3,6,-1,2,i,i,0,1,4.2

# As entered above.
# Rin1 Abl inh with `O=C(Cn1nnc2ccccc2c1=O)N[C@H](C(=O)O)c1ccccc1` : 2
# STEP block with `N#Cc1ccccc1S(=O)(=O)N1CCN(C(=O)CN2CCCSc3ccccc32)CC1` : 0
# CSN inh with `COc1ccc(N2CCN(C(=O)CNC(=O)c3cn(-c4ccccc4OC)c(=O)c4ccccc34)CC2)cc1` : 1
# Scp-1 inhibitor with `Cc1onc(-c2c(F)cccc2Cl)c1C(=O)OCC(=O)Nc1c(C)n(C)n(-c2ccccc2)c1=O` : -8

# A second format for some results above.
# Below each compound – SUMO1-SIM PPI | Rin1 Abl inh | CSN inh | NadD inh | Scp-1 inhibitor | Neddylation inh | Rpn11 block | STEP block | DNMT1 block | LMPTP block
- CCc1ccc(-c2cc(C)no2)cc1S(=O)(=O)N1CCN(c2cc(C)ccc2C)CC1
→ -1 | -1 | 1 | 1 | -1 | i | i | 5 | -2 | 3.8
- N#Cc1ccccc1S(=O)(=O)N1CCN(C(=O)CN2CCCSc3ccccc32)CC1
→ 4 | 0 | -6 | -3 | 0 | i | i | 0 | -3 | -0.5

# Of the compounds above, 3 contain a furan ring, fused or not:
SMILES,SUMO1-SIM PPI,Rin1 Abl inh,CSN inh,NadD inh,Scp-1 inhibitor,Neddylation inh,Rpn11 block,STEP block,DNMT1 block,LMPTP block
Cc1cc(C)cc(-n2ncc3c2CCCC3NC(=O)c2cc(C)oc2C)c1 (stereo not drawn),1,4,-4,-2,-3,i,i,3,-1,0.9
COc1ccc2oc(C(=O)OCC(=O)NCCN3C(=O)CSC3=O)c(C)c2c1,-7,2,7,2,-4,.,i,6,-6,-1.9
Cc1cccc(NC(=O)CN2C(=O)N/C(=C\c3ccc(-c4cccc(C(=O)O)c4)o3)C2=O)c1,-14,1,4,13,49,.,i,-1,12,0.6
